Bioassay records as filed in PubChem BioAssay.
KDM5B inhibitor – KDM5B demethylase inhibition | KDM5B demethylase, FDH-coupled NADH fluorescence (FDH is formaldehyde dehydrogenase) | Potency, µM (highest dose often 57.7 µM), inactives show top-dose activity change, negative = inhibition, most hits filed as inhibitors | 2.6% of 220,000 active | AID 1347165; active = well fitted inhibition curve with a large enough effect; inconclusive = small, poorly fitted or top-dose-only effect; inactive = no such curve, though single readings can be large or run the other way; also: 0% is about no effect; nearly all actives have a fitted effect of over 70% in size
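Measured: NADH fluorescence change, 30 min, RT. System: KDM5BΔAP 200 nM final, H3K4me3 peptide, α-KG, Fe(II), ascorbate, NAD⁺ plus FDH, pH 7.5 HEPES. Compounds: titrated, 10 min pre-incubation with enzyme.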
* = called active by the depositor; u = inconclusive; [ ] = another dose, or the depositor's remark. Potency is read from the fitted curve at half-maximal effect. The list is partial. The share of hits here may be higher or lower than overall.

KDM5B inhibitor	Compound
-14.9%	Cc1ccc(C)c(NC(=O)Cn2c(=O)n(-c3ccc(CC(=O)NCC4CCCO4)cc3)c(=O)c3ccccc32)c1 (configuration not stated)
20.8%	CC(=O)NC(NC(C)=O)C(Cl)Cl
-19.3%	COc1ccccc1OC1(C(=O)O)CCN(c2ncnc3[nH]ccc23)CC1
-17.3%	CCN(Cc1cnn(CC)c1)C(=O)C1CCCCC(=O)N1Cc1cccc(OC)c1 (configuration not stated)
-25.1%	Cc1ccc2oc(C(=O)N(C)CC(=O)Nc3ccccc3Br)cc(=O)c2c1
26.1%	Cc1ccn2cc(C(=O)N3CCN(c4cnn(-c5ccccc5)c(=O)c4Cl)CC3)nc2c1
25.3%	C#CCOc1c(I)cc(/C=C2/NC(=O)NC2=O)cc1OCC
19.7%	O=C(CCc1ncc(-c2ccc(Cl)cc2)o1)N1CCC(C(=O)N2CCCC2)CC1
3.1%	CSCCCN1CCC2(CCN(Cc3cccc(O)c3)CC2)C(CO)C1 (configuration not stated)
-18.1%	CC[C@@]1(C(=O)O)C[C@H](C(=O)N(C)CCN(C)C)[C@H](c2ccc(OC)cc2)N1C
u	COc1ccc(NC(=O)Cn2c(=O)n(Cc3ccco3)c(=O)c3oc4ccccc4c32)cc1Cl
-9.0%	COc1cccc(C(=O)CS(=O)(=O)c2ccc(C)cc2)c1
-7.9%	CCCC1c2nccn2CCCN1C(=O)c1occc1C (configuration not stated)
u	COc1ccc(CNC(=O)Cc2c(C)c3cc4c(C)coc4cc3oc2=O)cc1
0.6%	CC(C)(C)N1CC(C(=O)Nc2ccc3c(c2)CCC3)CC1=O (configuration not stated)
-9.7%	CCC(C)(C)NC(=O)C(c1ccc(C)cc1)N(CC1CCCO1)C(=O)CCC(=O)Nc1ccccn1 (configuration not stated)
-1.9%	Cc1cccc(-c2noc(CSc3nc(-c4ccc(F)cc4)cc(=O)[nH]3)n2)c1
-4.9%	CC(OC(=O)c1cc(=O)[nH]c2ccccc12)C(=O)NCCc1ccccc1 (configuration not stated)
1.0%	CS(=O)(=O)N1CCCc2cc(C(=O)c3cc4cc(Cl)ccc4o3)ccc21
19.5%	O=C(COC(=O)CC12CC3CC(CC(Br)(C3)C1)C2)Nc1ccccc1[N+](=O)[O-]
-23.3%	Cc1ccc(NC(=O)Nc2ccc3snnc3c2)cc1C
u	COc1ccccc1N1CCN(CCC(=O)Nc2cccc(Cl)c2)CC1
-13.3%	NC(=O)c1ccc(O[C@@H]2COCC[C@H]2NC(=O)Cc2ccc(O)cc2)cc1
18.3%	CC(C)Cn1nc(C(=O)NCc2ccc(F)cc2)c2ccccc2c1=O
23.8%	O=C(CCc1nnc(CCCCc2ccccc2)o1)N1CCN(CCO)CC1
-6.9%	COc1cccc(-c2cc(C3CCN(C(=O)Nc4cccc(Cl)c4C)CC3)[nH]n2)c1
31.3%	O=C(CC1CCCN(c2cnn(CC3CC3)c(=O)c2)C1)N1CCN(c2ccccc2)CC1 (configuration not stated)
13.4%	CCONC(=O)c1ccc(OCC(C)C)cc1
18.3%	O=C(CNc1n[nH]c(=O)[nH]c1=O)N/N=C/C=C/c1ccccc1
-4.1%	COCCc1noc(Cn2nc(-c3ccccc3)c3ccccc3c2=O)n1
16.8%	N#Cc1ccccc1OCc1ccccc1
-27.4%	CCN(CC)CCNC(=O)c1ccc(NC(=O)Cc2cccc(C(F)(F)F)c2)cc1
8.4%	CCOC(=O)CNS(=O)(=O)c1cc(-c2n[nH]c(=O)c3ccccc23)ccc1C
-19.4%	C[C@H]1[C@@H]2[C@@H](O)C([C@H](C)C(=O)NCc3cccs3)CC[C@@]2(C)CC[C@@H]1NC(=O)COc1ccccc1 (some centres not stated)
-10.8%	COc1ccc(CSc2nc3ccncc3n2Cc2ccc(OC)cc2)cc1
6.4%	CNC(=O)c1ccc(NC(=O)CSCc2csc(-c3ccccc3)n2)cc1
-3.7%	CCCNC(=O)COc1ccc2c(=O)c(-c3ccc(OC)c(OC)c3)c(C)oc2c1
26.8%	Cc1ccc(C(=O)CSc2ccc(-c3ccncc3)nn2)cc1
-6.4%	Cc1ccc(C)c(OCC(O)Cn2nc(C)c3ccccc3c2=O)c1 (configuration not stated)
-8.9%	CC(C)CN(C(=O)Cn1nc(-c2ccc(Cl)cc2)ccc1=O)C1CCS(=O)(=O)C1 (configuration not stated)
u	Cc1ccc(NC(=O)c2ccc(Oc3nccnc3N3CCCCC3)cc2)cc1C
-14.3%	O=C(c1ccccc1)N1CCCCC1CCN1CCCCC1 (configuration not stated)
-21.9%	COc1ccc(C(=O)N2CCc3ccc(C(=O)NCc4ccccn4)cc32)cc1
u	COCc1cc(=O)n(CC(=O)Nc2cc(F)ccc2F)c(N2CCOCC2)n1
-5.4%	CN(CC(=O)NC(N)=O)Cc1ccsc1
-21.0%[149 µM]	COc1ccc(CN2CCn3c(nnc3C3CCNCC3)C2)cc1
10.1%	CCCCn1c(CN2CCN(C)CC2)nc2c1c(=O)n(C)c(=O)n2C
-9.2%	CC(C)OC(=O)CSc1nc2c(c(=O)[nH]c(=O)n2C)n1C
22.5%	Cc1ccc(C)c(N(C(=O)CNC(=O)c2ccco2)C(C(=O)NC2CCCCC2)c2cccnc2)c1 (configuration not stated)
u	COc1ccccc1-c1cc(C(F)(F)F)nc(S(=O)(=O)CCCC(=O)Nc2cc(C)ccc2O)n1

Further structures follow:
KDM5B inhibitor	Compound
u	O=C(Nc1nc(-c2ccccn2)cs1)c1cccc(S(=O)(=O)N2CCOCC2)c1
9.8%	C=CCn1c(NCCCOC)nc2c1c(=O)[nH]c(=O)n2C
u	CS(=O)(=O)c1ccc(C(=O)CSc2ccc(F)cc2)cc1
-19.5%	O=C(CCCc1c[nH]c2ccccc12)N1CCC(c2noc(COc3ccc(F)cc3)n2)CC1
16.5%	CCOC(=O)Nc1ccc(OC)cc1
8.9%	Cc1cc(C)cc(NS(=O)(=O)c2ccc(NS(=O)(=O)c3ccccc3[N+](=O)[O-])cc2)c1
u	CCN(CC)CCNC(=O)c1cc(-c2ccco2)nc2ccccc12
4.4%	O=C(Nc1ccc(Br)cc1F)Nc1c(N2CCCC2)c2ccccc2oc1=O
25.1µM*	COc1cccc(CC(=O)NC(C)C(=O)N2CCN(c3ccccn3)CC2)c1 (configuration not stated)
25.9%	CCOCCn1c(=O)c2c(nc(-n3nc(CC)cc3CC)n2CC)n(C)c1=O
-12.6%	CCN(CCn1cccn1)C(=O)c1ccc(OC2CCN(C(=O)C3CC3)CC2)cc1
-9.1%	CCN1C(=O)C2CC3(CCN(C(=O)Cn4c(=O)oc5ccccc54)CC3)CN2C1=O (configuration not stated)
3.0%[115 µM]	O=c1[nH]c2cccnc2n1Cc1ccccc1
25.1µM*	Cc1cn2nc(C(=O)Nc3ccc(C(=O)NCCc4cccs4)cc3)cc2c(=O)[nH]1
8.7%	Cc1ccc(N(CC(=O)NCc2ccncc2)S(=O)(=O)c2ccc(Cl)cc2)cc1C
-10.2%	CCNC(=O)N1CC(C(=O)N(C)C)C2(CCOCC2)C1 (configuration not stated)
-6.2%	Cc1nc2cc(NC(=O)COc3ccc(Br)cc3F)ccc2o1
-2.3%	O=C1CCCC2=C1C(c1ccc(Cl)cc1)CC(=O)N2c1ccc(F)cc1 (configuration not stated)
u	Cc1nn(C)c2c1c(C(F)(F)F)cc(=O)n2CC(=O)N1CCC(C)CC1
-2.3%	Cc1cnc(C(=O)N[C@@H]2CCC[C@@H]2C(=O)NC2CCCCCC2)cn1
-5.5%	CCn1ncc(CN2C[C@@H](COCC3CC3)[C@H](c3ccccn3)C2)c1C
-4.6%	COc1ccc(C(=O)NC(C(=O)NCC(C)C)C2CCN(C(=O)c3ccccc3C)CC2)cc1 (configuration not stated)
-13.1%	Cc1cc(Cl)ccc1OCC(=O)N1CCc2nn(C)c(=O)n2CC1
-19.4%	Cc1ccc(Cn2c(C(=O)O)c(CNC3CCCCCC3)c3ccc(C)cc32)cc1
-17.5%	COc1ccc(C(=O)N2CCC(N3C(=O)C(OC)C34CCOCC4)CC2)c(OC)c1 (configuration not stated)
u	CCOc1ccc(CN(C)C(=O)CNC(=O)c2cc(OC)c(OC)c(OC)c2)cc1
13.2%	Cc1cnc(C(=O)N2C[C@H]3OC(=O)N(CCc4cccc(Cl)c4)[C@H]3C2)[nH]1
8.6%	CNC(=O)[C@@H]1CN(C(=O)CCc2cc(OC)no2)C[C@H]1c1n[nH]c(C)n1
13.9%[86.2 µM]	Cc1noc2c(NCCCn3ccnc3)cc(-c3ccccn3)nc12
u	CCN1c2cc(C(=O)NCc3ccc(F)cc3)ccc2C(=O)N2CCCCC21 (configuration not stated)
-9.7%	COc1ccccc1C(=O)N1CCC(Oc2ccccc2)C1 (configuration not stated)
2.4%	C=CCn1c(SCC(N)=O)nc2c1c(=O)[nH]c(=O)n2C
35.5µM*	COc1ccc(Nc2ncc(-c3ccccc3OC)c3c2OCC3)cc1
10.6%	Cc1nn(C)cc1CN(C)Cc1cn(C)nc1-c1ccc(C2CCCCC2)cc1
-9.4%	COC1C(=O)N(C2CCN(Cc3ccc(F)c(F)c3)CC2)C12CCOCC2 (configuration not stated)
-3.9%	Cc1ncsc1CN1CCc2nc(N3CCN(C)CC3)[nH]c(=O)c2CC1
-16.2%	COc1cccc2cc(C(=O)N(C)CCOc3cccc(Cl)c3)c(=O)oc12
8.8%	COc1ccc(NC(=O)C(C)C)cc1Cl
u	Cn1c(=O)c2c(-c3ccccc3Br)n(CCc3ccccc3)cc2n(C)c1=O
u	Oc1ccc(-c2nc(C3CC3)nc3c2CCN(Cc2ccccc2)CC3)cc1
-27.3%	Cn1c(=O)c2sccc2n2c(CCC(=O)NCc3ccccc3Cl)nnc12
-29.8%	CC(=O)N1C[C@@H]2CCCN3CCC[C@@H]([C@H]23)[C@H]1CCCC(=O)N1CCN(c2ccc(F)cc2)CC1
16.7%	CCc1nc(C)sc1C(=O)N1CCN(C)C2(CCNC(=O)CC2)C1 (configuration not stated)
15.8%	N/C(=N\N=C\c1cccc([N+](=O)[O-])c1)c1nonc1N
-7.3%	O=C1CSc2ccc(C(=O)Nc3ccc(OC(F)F)cc3)cc2N1
13.5%	CC1(C)CC(NC(=O)c2ccccc2OCc2ccc(Cl)cc2)CC(C)(C)N1
22.2%	N#Cc1ccc(C(=O)N2CCCC2c2nc(CCOCC3CC3)no2)cc1 (configuration not stated)
16.6%	CC1(C)C2CCC1(C)C(NC(=O)CCNC(=O)C1CCCC1)C2 (configuration not stated)
14.2%[11.5 µM]	COc1ccc(C(=O)N2CCN(CCc3ccccn3)CC2)cc1
-10.8%	O=C(CN1C(=O)CCn2nc(-c3ccccc3)cc21)NCc1ccc(F)cc1

Four entries already listed, arranged by the value under KDM5B inhibitor, ascending:
KDM5B inhibitor	Compound
-9.7%	CCC(C)(C)NC(=O)C(c1ccc(C)cc1)N(CC1CCCO1)C(=O)CCC(=O)Nc1ccccn1 (configuration not stated)
-9.2%	CC(C)OC(=O)CSc1nc2c(c(=O)[nH]c(=O)n2C)n1C
-6.9%	COc1cccc(-c2cc(C3CCN(C(=O)Nc4cccc(Cl)c4C)CC3)[nH]n2)c1
18.3%	CC(C)Cn1nc(C(=O)NCc2ccc(F)cc2)c2ccccc2c1=O

(further entries)
KDM5B inhibitor	Compound
15.0%	Cc1ccc2c(C)nc(Nc3nc(C)cc(=O)[nH]3)nc2c1
-21.6%	CCOc1ccccc1NC(=O)N1CC[C@@H]2C(=O)NCCCCCCN(Cc3ccncc3)[C@@H]2C1
14.1µM*	COCc1cc(NCCCNc2cccnc2)ncn1
5.5%	CSc1ncc2c(n1)-c1ccccc1N(Cc1ccc(F)cc1)S2(=O)=O
-15.8%[86.2 µM]	CC(C)N1C(=O)CO[C@H]2CCN(Cc3ccccc3Cl)CC[C@@H]21
-8.8%	CCOc1cccc2cc(S(=O)(=O)N3CCCCCC3)c(=O)oc12
0.2%	Cc1nc2cccnc2n1CC1CCCN(C(=O)Nc2ccc(C(F)(F)F)cc2)C1 (configuration not stated)
11.3%	CCCNC(=O)c1cccc2c1CCN2S(=O)(=O)c1ccc(C)cc1
13.1%	COCCOCC(=O)N1CCC(N2C(=O)C3(CCCCC3)C2c2ccccc2)CC1 (configuration not stated)
u	Cc1ccc(NC(=O)C(Nc2ccc3oc(C)nc3c2)c2ccccc2)cc1 (configuration not stated)
2.3%[86.2 µM]	Fc1ccc(-c2ccc3ncc(Nc4ccncc4)n3n2)cc1
-12.4%	CSc1nc(C(C)C)nc(C)c1C(=O)Nc1ccc(Cl)cc1
-6.7%	O=C(C1CC1)N1CCC(c2noc(-c3ccncc3)n2)C1 (configuration not stated)
-12.8%	COc1ccc(-c2nc3cc(NC(=O)c4cccc([N+](=O)[O-])c4)ccc3o2)cc1
u	Cc1ccc(-c2csc(=Nc3ccccc3)n2Cc2ccc3c(c2)OCO3)cc1C
34.1%[activator][86.2 µM]	COCC(=O)N1C[C@@H]2C[C@H]1C(=O)N(Cc1ccc(OC)cc1)c1ccccc1O2
u	CCCc1cc(=O)oc2cc(OCc3nn[nH]n3)ccc12

A draw from above in order of formula weight, lowest first.
KDM5B inhibitor	Compound
-6.7%	O=C(C1CC1)N1CCC(c2noc(-c3ccncc3)n2)C1 (configuration not stated)
-15.8%[86.2 µM]	CC(C)N1C(=O)CO[C@H]2CCN(Cc3ccccc3Cl)CC[C@@H]21
11.3%	CCCNC(=O)c1cccc2c1CCN2S(=O)(=O)c1ccc(C)cc1
u	Cc1ccc(NC(=O)C(Nc2ccc3oc(C)nc3c2)c2ccccc2)cc1 (configuration not stated)
-12.8%	COc1ccc(-c2nc3cc(NC(=O)c4cccc([N+](=O)[O-])c4)ccc3o2)cc1
u	Cc1ccc(-c2csc(=Nc3ccccc3)n2Cc2ccc3c(c2)OCO3)cc1C
0.2%	Cc1nc2cccnc2n1CC1CCCN(C(=O)Nc2ccc(C(F)(F)F)cc2)C1 (configuration not stated)
